# Htt clearance = clearance of mutant huntingtin inclusions, primary screen, imaging, HeLa Exon1htt(103Q)mCFP, confocal imaging. inhibition, % at 1.5 µM. actives 0.42% (n = 47,000). aggregate imaging; zero = plate's median compound well;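 active = inhibition of aggregate fluorescence above about 70%, also judged a hit by eye on the cell image, limit read from the data, passing the limit was not always enough; inconclusive = no rule stated for this call; inactive = not judged a hit on image review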;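 also: cells exposed to compound for three days before fixation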
# Htt clearance grain fraction = also measured in Htt clearance; calls as there; fraction fluorescence in grains; measured here: aggregate grain fluorescence fraction; stronger effect = lower value;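 scaled fraction of total cell fluorescence in grains with unit not stated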
# * hit, by the source's call; ? = inconclusive; . = no result given. An excerpt; count on the stated rates, not on these rows.
Htt clearance	Htt clearance grain fraction	Molecule
55	16	CN(C)S(=O)(=O)N1CCN(c2ccc(Cl)cc2)CC1
1	21	Cc1cnc(C(=O)OCC(=O)Nc2ccc(Oc3ccccc3)cc2)cn1
-12	20	COc1cc(C(=O)OCC(=O)Nc2ccc3c(c2)OC(F)(F)O3)ccc1OCc1c(C)noc1C
64	12	CCOc1ccccc1N(C(=O)CNC(=O)c1ccco1)C(C(=O)NC1CCCC1)c1cccnc1 (stereo not drawn)
-30	25	CCc1ccc(CCC(=O)Nc2ccc(C(C)=O)cc2)o1
29	13	COc1ccccc1Oc1ccc(S(=O)(=O)N2CCCC2)cc1
-11	21	CS(=O)(=O)N1CCc2cc(C(=O)O)ccc21
-13	40	CC1=CS/C(=C(/C#N)C(=O)N2CCCCC2)N1c1ccccc1
12	34	CN1CCN(C(=O)c2cc3c(C(F)(F)F)nn(C)c3s2)CC1
-54	31	OC(CNCC1CCCO1)COc1ccc(OCC(O)CNCC2CCCO2)cc1 (stereo not drawn)
-15	36	O=C(Cc1ccc(Cl)cc1)NCCS(=O)c1ccc(Cl)cc1 (stereo not drawn)
-39	25	CCOc1cccc(N(C(=O)Cc2cccs2)C(C(=O)NC2CCCCC2)c2cccn2C)c1 (stereo not drawn)
14	17	COc1cc2c(cc1NC(=O)CCCN1C(=O)CCC1=O)oc1ccccc12
41	26	O=C(CCCn1c(=O)oc2ccccc21)N1CCc2ccccc2C1
52	11	Cc1cccc(N(CC(=O)Nc2c(C)n(C)n(-c3ccccc3)c2=O)S(C)(=O)=O)c1C
-58	53	CCOC(=O)C1(CCSC)NC(c2ccco2)C2C(=O)N(C)C(=O)C21 (stereo not drawn)
-25	23	Cc1cc(NC(=O)CSc2nc(C3CCCCC3)nc3ccccc23)no1
10	16	O=c1c2c(n3cnnc3n1C1CCCCC1)-c1ccccc1CC21CCCCC1
16	16	CCNC(=O)CC1SC(=Nc2ccccc2C)N(C)C1=O (stereo not drawn)
-41	66	Cc1cccc(-c2noc(CCc3ccccc3)n2)c1
-1	33	CCN(C(=O)c1coc(=O)c2ccccc12)c1cc(OC)ccc1OC
-20	26	CCCc1cc(-c2[nH]ncc2-c2ccc3c(c2)OCCCO3)c(O)cc1O
-18	39	COc1ccc(NC(=O)C2CCCCN2S(=O)(=O)c2ccc(F)cc2)cc1 (stereo not drawn)
-8	47	Cc1cc(=O)oc2cc(NC(=O)C3COc4ccccc4O3)ccc12 (stereo not drawn)
3	23	CCc1cccc(NC(=O)CCSCCC(=O)Nc2cccc(CC)c2)c1
60	16	O=C(Nc1ccccc1C(=O)NCc1ccco1)NC1CCCCC1
-12	38	CCSc1nnc(NC(=O)CN(C)S(=O)(=O)c2ccc(F)cc2)s1
-10	19	c1ccc(-c2nnc(Cn3c4ccccc4c4nc5ccccc5nc43)o2)cc1
-13	42	O=C(NCCN1C(=O)CSC1=O)c1ccccc1
28	13	Cc1nc(-c2ccccc2)nc2[nH]c(C(C)C)cc(=O)c12
47	11	Cc1onc(-c2ccccc2)c1C(=O)n1nnc2ccccc21
-52	27	CN(C)C(=O)Cn1c(SCC(=O)Nc2ccc3c(c2)OCO3)nc2ccccc21
56	8.4	O=C(NC1CCCCC1NC(=O)c1cccs1)c1cccs1 (stereo not drawn)
51	8.2	CCc1nnc(NC(=O)c2ccc3c(c2)C(=O)N(CC)C3=O)s1
4	34	CCOC(=O)Cn1nc(C)c2ccccc2c1=O
3	44	CCc1ccc(NC(=O)c2onc(C)c2Cl)cc1
-16	24	CN1CCC(N2CCN(c3cccc(C(F)(F)F)c3)CC2)CC1
15	34	O=C(NC1=NCCS1)Nc1ccccc1
6	31	CCOC(=O)C1CCN(C(=O)CCc2c(C)nc3cc(-c4ccccc4)nn3c2C)CC1
-44	24	CCOC(=O)c1sc2nc(CC(=O)OC)nc(NCCN3CCOCC3)c2c1C
-10	34	Cc1ccc(NC(=S)NCCN2CCOCC2)cc1C
54	20	O=C(CCCCCn1c(=O)[nH]c2ccccc2c1=O)NCCc1c[nH]c2ccccc12
-12	20	O=C(c1ccco1)N1CCN(C(=O)c2cnn3c(C(F)(F)F)cc(-c4cccs4)nc23)CC1
37	24	C/C(=N\NC(=O)COc1ccc([N+](=O)[O-])cc1)C(C)(C)C
-6	20	COC(=O)c1[nH]c2ccc(C)cc2c1NC(=O)CN1CCCC(C)(C)C1
22	19	N#CC1=C(N)Oc2n[nH]c(-c3ccc(F)cc3)c2C1c1cccc(OC(=O)N2CCOCC2)c1 (stereo not drawn)
39	22	Cc1c(C(=O)O)oc2ccc(S(=O)(=O)NCc3ccc(F)cc3)cc12
43	12	CCOC(=O)C(C)n1cnc2c(oc3ccccc32)c1=O (stereo not drawn)
-26	57	CCOC(=O)N1CCC(N2C(=O)c3ccccc3C2Nc2ccc(Cl)cn2)CC1 (stereo not drawn)
17	18	Cc1cccc(C)c1OCC(=O)N=Nc1c(O)[nH]c2ccc(Br)cc12
-48	55	CC1CN(c2ncnc3c2cnn3-c2ccc(Cl)cc2)CC(C)O1 (stereo not drawn)
-6	32	CCc1ccc2[nH]c(=O)c(CN(CCN(C)C)C(=O)Nc3ccccc3OC)cc2c1
27	25	Cc1[nH]c2ccc(-c3nnc(SCC(=O)c4ccccc4F)o3)cc2c1C
-27	21	Nc1nc(C2C(=O)CCCC2=O)cs1
6	28	O=C(Nc1nc2ccccc2n1CCN1CCOCC1)c1cn(-c2ccccc2)nc1-c1ccccc1
-52	36	CCOC(=O)c1cnn(Cc2ccccc2Cl)c1N
-19	45	CC1CCC(C(=O)NC(C(=O)N2CCN(c3ccccn3)CC2)C(C)C)CC1 (stereo not drawn)
17	15	Cn1c(OCc2ccc3c(c2)OCO3)nc2c1c(=O)n(Cc1cccc(Cl)c1)c(=O)n2C
74*	5.2*	O=C(COC(=O)Cc1ccsc1)NC1CCCCCC1
-90	65	O=S(=O)(c1ccc(N2CCN(S(=O)(=O)c3ccc4c(c3)OCCO4)CC2)nc1)N1CCCC1

# The list goes on.
Htt clearance	Htt clearance grain fraction	Molecule
-24	43	CCc1ccccc1NC(=O)N[C@@H](C)C(=O)O
-56	54	COc1cc(C(=O)N2CCN(C(=O)C3CC3)CC2)cc(OC)c1OC
-69	36	Cn1c(=O)[nH]c(=O)c2c1nc(NCc1ccco1)n2CCCc1ccccc1
21	14	COc1ccc(CCN2CC(C(=O)O)CC2=O)cc1 (stereo not drawn)
-42	48	CCCOC(=O)c1ccc(NC(=O)CCC(=O)OCC)cc1
16	31	C/C(=C1/SC(N2CCCC2)=NC1=O)c1ccc(Br)cc1
-53	30	Cc1ccc(C(=O)Oc2ccccc2C(=O)N2CCOCC2)cc1
8	34	Cc1cc(C)nc(NC(=O)CN2C(=O)c3ccccc3C2=O)n1
26	12	CSc1nc(-c2ccccc2)nc2[nH]ccc(=O)c12
-6	20	COc1ccc(S(=O)(=O)N(C)CC(=O)NC2CCCC2)cc1Cl
23	26	CN1CCCc2cc3c(C(F)(F)F)cc(=O)oc3nc21
18	40	CC(NC(=O)NC1CCCCC1)C(c1cccs1)N1CCN(Cc2ccccc2)CC1 (stereo not drawn)
-17	24	O=C(NCc1cccnc1)C1CC(=O)N(c2ccc(Cl)cc2)C1 (stereo not drawn)
-2	21	Cc1cc(C(=O)NCCC2=CCCCC2)c(C)o1
-9	39	Oc1ccc(-c2nc3cnccn3c2Nc2ccc3c(c2)OCCO3)cc1
26	25	COc1ccc(OC)c(CN2CCN(C(=O)c3cccs3)CC2)c1
-37	26	COC(=O)CN(c1ccc(C)cc1)S(=O)(=O)c1c(C)[nH]c(=O)[nH]c1=O
17	36	c1ccc(Nc2nc(N3CCCCC3)nc(N3CCNCC3)n2)cc1
17	25	O=C1CCC(=O)N1CN(C(=O)c1ccco1)c1ccccc1
-2	20	CC(C)COc1ccc(C(=O)NCc2ccco2)cc1
13	15	O=C(O)Cn1cc(C(=O)C2CC2)c2ccccc21
22	15	O=C(Cc1c(F)cccc1Cl)Nc1ccon1
-225	103	CCOC(=O)C1CCCN(C(=O)Cc2c(C(=O)O)[nH]c3ccccc23)C1 (stereo not drawn)
?	.	CCOC(=O)c1c(C)[nH]c(C(=O)OCC(=O)N2c3ccccc3CC2C)c1C (stereo not drawn)
52	20	Cc1ccc(NC(=O)Nc2ccc3c(c2)N(C)C(=O)CS3)cc1C
11	35	CCCCC(=O)Nc1nc(C)c(-c2csc(Nc3ccccc3OC)n2)s1
36	13	COC(=O)c1ccc(NC(=O)CSc2nnc(CNc3ccc(F)cc3)n2C)cc1
-44	57	CCSc1ncccc1-c1nc2ccccc2[nH]1
27	12	COCC(=O)Nc1ccccc1NC(C)=O
-63	29	O=C1CC(C(=O)Nc2ccccc2)N=C(N2CCCCC2)N1 (stereo not drawn)
-10	42	Cc1nn(C(=O)C(C)N2C(=O)c3ccccc3C2=O)c(C)c1Br (stereo not drawn)
-1	39	CCC(CC)C(=O)Nc1cccc(C(=O)Nc2ccc3c(c2)OCO3)c1
39	12	CC(=O)Nc1cc(C(F)(F)F)ccc1N1CCOCC1
-39	52	COC(=O)C1CCCN1C(=O)C1CCCN1C(=O)CNC(=O)OCc1ccccc1 (stereo not drawn)
6	35	CCOC(=O)c1[nH]c2ccc(OC)cc2c1C
-14	22	CC(C)c1ccc(C(C(=O)NC(C)(C)C)N(C(=O)CNC(=O)c2ccco2)c2cccnc2)cc1 (stereo not drawn)
1	18	COc1ccc(OC)c(NC(=O)CCN2CCC(C)CC2)c1
-24	26	CCOC(CNC(=O)c1ccc2nc(N3CCC(C)CC3)sc2c1)OCC
-23	22	COc1ccc(OC)c(N2C(=O)CC(Cc3ccc(Cl)cc3)C2=O)c1 (stereo not drawn)
-33	51	CCCCC(CC)CNC(=O)c1ccc2c(c1)OCO2 (stereo not drawn)
-12	48	COc1cc(C2C(C#N)=C(C)NC3=C2C(=O)c2ccccc23)cc(OC)c1OC (stereo not drawn)
6	18	CCOC(=O)N1CCC(Nc2c(-c3ccc(C)cc3)c(=O)c2=O)CC1
-12	21	Cc1ccc(S(=O)(=O)N2CCCN(S(=O)(=O)c3ccc(C)cc3)CC2)cc1
-9	22	O=c1cc(C(F)(F)C(F)F)oc2ccccc12
52	16	O=C(Cc1ccccc1)Nc1ccc(NC(=O)C2CC2)nc1
4	35	CC(=O)C(C(C)=O)C(NC(=O)c1cccnc1)(C(F)(F)F)C(F)(F)F
4	22	CC(C)CCN=Cc1c(O)n(-c2ccccc2)c(=O)c2ccccc12
1	35	CCc1ccc(NC(=O)CSc2nc3cc(C(=O)OC)ccc3c(=O)n2Cc2ccco2)cc1
-51	28	O=c1[nH]cnc2c1C1(CCCC1)Cc1ccccc1-2
13	30	CCc1nnc(NC(=O)CCC(=O)NCC2CCCO2)s1 (stereo not drawn)
16	17	O=C(NCc1ccccc1F)c1cccs1
27	33	O=C1c2[nH]nc(-c3ccccc3O)c2C(c2cccc(Cl)c2)N1CC1CCCO1 (stereo not drawn)
18	13	CCOC(=O)C1=C(O)/C(=C\c2ccc(CNC(=O)C(=O)Nc3ccc(C)c(C)c3)o2)N=C1C
-7	22	O=C(CN1CCCCCC1)N1c2ccccc2Sc2ccc(C(F)(F)F)cc21
41	22	COc1ccc(CC(=O)N2CC(=O)N(CCc3ccccc3)C(=O)C2)cc1
10	19	Cc1cc(C)cc(NS(=O)(=O)c2ccc3[nH]c(=O)[nH]c3c2)c1
31	25	CC(C)CNC(=O)c1cc(-c2ccco2)on1
29	15	N#CN=C1CCCCCN1CC(N)=O
1	37	CCOC(=O)C1=C(C)Nc2ccc(C)cc2S1
-18	47	O=C(COc1ccc2ccccc2c1)N1CCN(C(=O)c2cccnc2)CC1

# Some of the entries so far, tab-delimited.
molecule	Htt clearance	Htt clearance grain fraction
COc1cc(C2C(C#N)=C(C)NC3=C2C(=O)c2ccccc23)cc(OC)c1OC (stereo not drawn)	-12	48
CCOC(=O)N1CCC(Nc2c(-c3ccc(C)cc3)c(=O)c2=O)CC1	6	18

# Following part:
Htt clearance	Htt clearance grain fraction	Molecule
-39	28	Cc1cc(NC(=O)CCCSc2nc(-c3ccco3)cc(C(F)(F)F)n2)n(-c2ccccc2)n1
?	.	Cc1oc2c(c1C(=O)c1ccccc1)C(=O)C(=O)c1ccccc1-2
8	34	O=S(=O)(NCCC1=CCCCC1)c1cccc(S(=O)(=O)N2CCOCC2)c1
-4	18	COc1ccc(CC(=O)OCc2nnc(C3COc4ccccc4O3)o2)cc1OC (stereo not drawn)
-34	49	N=c1n(Cc2ccc(Cl)cc2)c2ccccc2n1CC(O)c1ccco1 (stereo not drawn)
17	26	Cc1ccc(OCC(O)Cn2c3ccccc3c3ccccc32)cc1 (stereo not drawn)
-4	21	O=C(Nc1cccc2ncccc12)c1ccc2c(c1)OCCO2
-56	29	CC1(C)CC(=O)c2sc(N)nc2C1

# A different layout for part of the listing above:
# Values run as follows: Htt clearance | Htt clearance grain fraction
CCOC(=O)c1cnn(Cc2ccccc2Cl)c1N
    -52 | 36
CC1CCC(C(=O)NC(C(=O)N2CCN(c3ccccn3)CC2)C(C)C)CC1 (stereo not drawn)
    -19 | 45
Cn1c(OCc2ccc3c(c2)OCO3)nc2c1c(=O)n(Cc1cccc(Cl)c1)c(=O)n2C
    17 | 15
O=C(COC(=O)Cc1ccsc1)NC1CCCCCC1
    74* | 5.2*
O=S(=O)(c1ccc(N2CCN(S(=O)(=O)c3ccc4c(c3)OCCO4)CC2)nc1)N1CCCC1
    -90 | 65
CCc1ccccc1NC(=O)N[C@@H](C)C(=O)O
    -24 | 43
COc1cc(C(=O)N2CCN(C(=O)C3CC3)CC2)cc(OC)c1OC
    -56 | 54
Cn1c(=O)[nH]c(=O)c2c1nc(NCc1ccco1)n2CCCc1ccccc1
    -69 | 36
COc1ccc(CCN2CC(C(=O)O)CC2=O)cc1 (stereo not drawn)
    21 | 14
CCCOC(=O)c1ccc(NC(=O)CCC(=O)OCC)cc1
    -42 | 48
C/C(=C1/SC(N2CCCC2)=NC1=O)c1ccc(Br)cc1
    16 | 31
Cc1ccc(C(=O)Oc2ccccc2C(=O)N2CCOCC2)cc1
    -53 | 30
Cc1cc(C)nc(NC(=O)CN2C(=O)c3ccccc3C2=O)n1
    8 | 34
CSc1nc(-c2ccccc2)nc2[nH]ccc(=O)c12
    26 | 12
COc1ccc(S(=O)(=O)N(C)CC(=O)NC2CCCC2)cc1Cl
    -6 | 20
